yeast cln2 rad14 = NCI yeast anticancer drug screen, S. cerevisiae cln2 rad14 strain | % growth inhibition at 50 µM | 78,000 tested, 8.3% active;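 further: 0% = growth of vehicle-only cultures of the same strain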
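cln2 rad14 yeast strain; compound exposure; growth inhibition read vs vehicle controls.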
rad50 = NCI yeast anticancer drug screen, S. cerevisiae rad50 strain. % growth inhibition at 50 µM. 79,000 tested, 10% active. AID 155;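 further: 0% = growth of vehicle-only cultures of the same strain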
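Readout: growth inhibition relative to vehicle-treated cultures. Compound exposure was carried out in a genetically defined yeast strain deficient in DNA damage repair.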
mec2-1 = NCI yeast anticancer drug screen, S. cerevisiae mec2-1 strain; % growth inhibition at 50 µM; 79,000 tested, 9% active; AID 157;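 further: 0% = growth of vehicle-only cultures of the same strain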
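Using mec2-1 yeast: add compound, measure growth, express inhibition versus vehicle-treated cultures.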
sgs1 mgt1 = NCI yeast anticancer drug screen, S. cerevisiae sgs1 mgt1 strain; % growth inhibition at 50 µM; 78,000 tested, 10% active; AID 161;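 further: 0% = growth of vehicle-only cultures of the same strain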
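Percent growth inhibition was derived by comparing compound-exposed mutant yeast with vehicle-exposed cultures. The strain carries alterations in DNA damage repair.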
bub3 = NCI yeast anticancer drug screen, S. cerevisiae bub3 mutant strain. % growth inhibition at 50 µM. 78,000 tested, 9.9% active. AID 167;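 further: 0% = growth of vehicle-only cultures of the same strain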
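Yeast carrying a defined mutation is treated with each compound, and growth is compared with that of vehicle-exposed cells to give inhibition.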
mlh1 rad18 = NCI yeast anticancer drug screen, S. cerevisiae mlh1 rad18 strain | % growth inhibition at 50 µM | 79,000 tested, 11% active;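 further: 0% = growth of vehicle-only cultures of the same strain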
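Cells of a genetically altered yeast strain, deficient in DNA damage repair, were treated with compound. Their growth was then compared with that of vehicle-treated cultures to give inhibition.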
Active calls of the source: *; & = joins results of further samples. No stated cut-off is given here; in the data, active means growth inhibition above about 70%; inactive means the rest. No enrichment for hits, and some 15% of all compounds hit somewhere here.

structure,yeast cln2 rad14,rad50,mec2-1,sgs1 mgt1,bub3,mlh1 rad18
ClC/C=C/c1ccccc1,-7,69,17,61,37,63
COc1ccc(S(=O)(=O)N/N=C/c2cccc([N+](=O)[O-])c2O)cc1,2,9,-4,20,12,33
COc1cc(/C=C2\CCOC2=O)ccc1O,-4&14&-9,4&-1&1,2&32&-1,-18&2&-8,9&13&4,-13&-1&-5
CC1=N/C(=C\c2cccc([N+](=O)[O-])c2)C(=O)O1,3,-7,-31,5,-11,14
CC(=O)OCC1COC(c2ccc(C)cc2)O1 (stereo not given),-2,13,-2,-14,-4,-12
O=C1OC2c3ccccc3C3CC(=O)C2C13 (stereo not given),6,10,-6,9,1,8
CN(C)CC1CCCC(CN(C)C)C1=NO (stereo not given),3,-10,-3,4,6,-6
CN(C)c1ccc(N=C(C#CC#Cc2ccccc2)c2ccccc2)cc1,-42,4,-4,8,-19,25
CC(=O)N=C1N(/C=C2\C(=O)Oc3ccccc3C2=O)C(=O)/C(=C/c2ccco2)N1C,91*,98*,97*,96*,98*,99*
CCOC(=O)CC[C@H](NC(=O)c1[nH]cnc1/N=N/N(C)C)C(=O)OCC,4,-24,-42,-56,-12,-37
S=C(NCc1ccco1)Nc1ccccc1Cl,4,6,-4,16,4,1
CCNC(=O)OC(C)C(O)c1ccccc1 (stereo not given),7,0,12,33,-20,29
CC(=O)c1ccc[n+](C(C)CCC(C)[n+]2cccc(C(C)=O)c2)c1 (stereo not given),24,13,13,26,3,0
Nc1c(-c2nccc(=O)[nH]2)ncn1C1OC(CO)C(O)C1O (stereo not given),0,9,-8,13,3,8
CCc1cc(-c2cccc3ccccc23)c(C#N)c(=S)[nH]1,18,30,7,39,44,33
CC1CCCC/C1=N\N(C)C (stereo not given),-30,-44,-20,-13,-6,3
Nc1nc(Nc2ccccc2)c2ncn(C3OC(CO)C(O)C3O)c2n1 (stereo not given),-1,13,1,0,4,-12
NS(=O)(=O)c1ccc(NC(=O)C2C(=O)N(c3ccc(S(N)(=O)=O)cc3)C(=O)/C2=N/O)cc1 (stereo not given),-26,10,0,10,2,33
CO[C@H]1C[C@H]2[C@@H]3CCC4=CC(=O)CC[C@]4(C)[C@H]3CC[C@]2(C)[C@@]1(O)C(=O)CO,-15,-7,-9,-17,-12,-28
CC(=O)OC1C(=C(Br)Br)C(COC(=O)c2ccccc2)OC1n1cnc2c(NC(=O)c3ccccc3)ncnc21 (stereo not given),0,8,9,10,17,26
CC(=O)OCC1OCOC2C(COC(C)=O)OCOC12 (stereo not given),-24,4,3,-8,4,-8
COc1cc2c(c(OC)c1OC)C(=O)[C@H]1OC(=O)N[C@@H]21,2,8,3,5,13,-32
CCCCCCCCCCCl,22,13,6,28,18,25
ClCC1=NC2C(Cl)C(Cl)C(Cl)C(Cl)C2N1 (stereo not given),88*,88*,77*,95*,76*,94*
CC(=O)OC1CN(c2ccccc2)CC(OC(C)=O)CN(c2ccccc2)C1 (stereo not given),-24,38,4,38,2,32

Some of the entries above in a different format:
> Nc1nc(Nc2ccccc2)c2ncn(C3OC(CO)C(O)C3O)c2n1 (stereo not given)
  yeast cln2 rad14: -1 | rad50: 13 | mec2-1: 1 | sgs1 mgt1: 0 | bub3: 4 | mlh1 rad18: -12
> NS(=O)(=O)c1ccc(NC(=O)C2C(=O)N(c3ccc(S(N)(=O)=O)cc3)C(=O)/C2=N/O)cc1 (stereo not given)
  yeast cln2 rad14: -26 | rad50: 10 | mec2-1: 0 | sgs1 mgt1: 10 | bub3: 2 | mlh1 rad18: 33

Other structures follow.
structure,yeast cln2 rad14,rad50,mec2-1,sgs1 mgt1,bub3,mlh1 rad18
O=C(c1ccc(Br)cc1)c1ccc(Br)cc1,-51,5,1,-2,2,-16
ON=C1Cc2ccccc2-c2ccccc2C1,39,-23,-11,-3,6,17
O=[N+]([O-])Cc1ccc(Cl)cc1,-33,5,18,13,-20,16
O=C1N/C(=N\OCCc2ccccc2)CC(NOCCc2ccccc2)N1 (stereo not given),-12,0,19,2,40,8
CSC(=S)CC(O)[C@@H]1CC2c3ccccc3C1c1ccccc12 (stereo not given in full),80*,77*,84*,66,77*,72*
Nc1[nH]nc2nc3n(c(=O)c12)CCCCC3,6,7,20,6,-6,-4
COc1ccc(C)cc1NC(=S)C#N,-19,13,-1,0,1,-45
O=C1OC(=O)c2ccc(SCC(O)CCl)c3cccc1c23 (stereo not given),96*,99*,100*,99*,99*,99*
CC1=C(C)C1[N+](=O)[O-],24,78*,80*,69,66,63
N#C/C(=C\c1cccc(Cl)c1Cl)c1ccccc1,4,29,9,8,14,55
COC(=O)/C=C\n1c(C)cc(=O)[nH]c1=O,-5,3,0,-6,-3,-45
BrCc1cccc2cccc(CBr)c12,-10,-5,17,10,9,3
CC(/C=C/C(=O)c1sc(C(N)=S)nc1C)=C\c1ccccc1,11,5,-13,-7,-6,22
Cc1c2ccccc2nc(CS(=O)(=O)c2ccccc2)[n+]1[O-],-60,-26,-13,-5,-16,-6
NCCc1c(-c2cccnc2)[nH]c2ccccc12,-25,-14,-9,-3,8,1
C=C1C(=O)OC2CC3(C)CC(O)C(O)C(=C)C3CC12 (stereo not given),91*,91*,95*,93*,93*,92*
CC1=C2C3OC(=O)C(C)C3C(O)C[C@@]2(C)C(=O)CC1 (stereo not given in full),18,2,-4,8,4,67
Cc1cc(CCc2cc(C)c(O)c(C)c2)cc(C)c1O,-4,10,4,13,19,16
C=CCOc1cc2c(cc1Cc1cc(OC)c(OC)c(OC)c1)OCO2,10,23,-21,50,38,55
COc1nc(NC2OC(CO)C(O)C(O)C2O)c(I)c(=O)n1C (stereo not given),-8,3,2,4,-4,10
O=S1(=O)C(C(O)(c2ccccc2)c2ccccc2)CCCN1c1ccccc1 (stereo not given),12,77*,31,71*,21,25
C=CC(COC(=O)C(C)(C)OC(C)=O)c1ccc(OC(=O)C(C)C)c(OC)c1 (stereo not given),-12,-12,-3,20,-9,-76
COC1OC(=O)c2ccccc21 (stereo not given),-1,12,-16,-2,-2,13
CC(C)(C=O)OC(=O)c1cc([N+](=O)[O-])cc([N+](=O)[O-])c1,30,7,-14,27,-8,2
CN(C)CC1CCCC/C1=N/O (stereo not given),-18,0,-7,-9,3,-5

An excerpt from above in order of length of the SMILES, falling:
structure,yeast cln2 rad14,rad50,mec2-1,sgs1 mgt1,bub3,mlh1 rad18
COc1nc(NC2OC(CO)C(O)C(O)C2O)c(I)c(=O)n1C (stereo not given),-8,3,2,4,-4,10
CC1=C(C)C1[N+](=O)[O-],24,78*,80*,69,66,63
COC1OC(=O)c2ccccc21 (stereo not given),-1,12,-16,-2,-2,13

Further compounds follow:
Screens in order – yeast cln2 rad14 | rad50 | mec2-1 | sgs1 mgt1 | bub3 | mlh1 rad18
- CCOC(=O)/C(=C\c1ccc(OCc2ccccc2)c(OC)c1)C(=O)c1ccccc1
    -5 | 16 | -10 | 8 | -13 | -15
- C/C(O)=C(/C=N/C(=S)Nc1ccccc1)C(=O)Nc1ccccc1C
    -4 | 26 | 6 | 40 | 28 | 25
- Cc1cccc2c1Oc1cc(Cl)ccc1C2NC(=O)CCN1CCCCC1 (stereo not given)
    66 | 85* | 26 | 86* | -15 | 69
- CSc1nc2c(nnn2C2OCC(O)C(O)C2O)c(=O)n1C (stereo not given)
    4 | 4 | 0 | 16 | 1 | 6
- CC(C)CC(N)C(=O)Nc1ccc2ccccc2c1 (stereo not given)
    -5 | -23 | -19 | -30 | -49 | -19
- COc1ccccc1Nc1nc2c([nH]1)c(=O)n(C)c(=O)n2C
    -33 | -34 | -15 | -42 | -4 | -6
- O=NN(C(=O)NCCCl)c1[nH]c(=O)ncc1I
    -25 | -9 | -10 | -14 | 3 | -6
- N=C(N)c1ccc2nccnc2c1
    -6 | 12 | -36 | -12 | -19 | 0
- Cc1ccc(S(=O)(=O)OC(c2ccccc2)C(F)(F)F)cc1 (stereo not given)
    7 | -4 | -16 | -7 | 3 | 3
- Cc1nsc2[nH]c(=O)n(Nc3ccc(O)cc3)c(=O)c12
    9 | -14 | 1 | -19 | 5 | -5
- Nn1c(C23CC4CC(CC(C4)C2)C3)n[nH]c1=S
    -7 | 4 | 6 | 36 | 17 | 28
- N#Cc1c(N)ncn1C1OC(CO)C(O)C1O (stereo not given)
    -16 | -18 | -8 | -21 | 0 | -13
- COc1cc(OC)c(C(=O)[O][Sn]([c]2ccccc2)([c]2ccccc2)[c]2ccccc2)cc1OC
    90* | 98* | 96* | 97* | 96* | 97*
- OCc1ncccc1O
    -5 | 10 | -2 | 1 | 2 | -2
- CC/C(SC)=[N+](\C)[O-]
    -6 | 4 | -7 | -23 | -20 | 4

The results go on:
Screens in order – yeast cln2 rad14 | rad50 | mec2-1 | sgs1 mgt1 | bub3 | mlh1 rad18
- CCCCCC(=O)OCC(Br)CBr (stereo not given)
    -23 | -8 | -11 | 22 | 41 | 1
- COc1ccc(C(=O)/C=C/c2ccc(OCCCOc3ccc(/C=C/C(=O)c4ccc(OC)c(OC)c4)cc3)cc2)cc1OC
    -14 | 24 | -10 | 20 | 9 | 28
- O=[N+]([O-])c1ccc(C2=CSc3ccccc3N2)cc1
    23 | 50 | 59 | 58 | 73* | 58
- O=C(Nc1ccc(S(=O)(=O)N2CCCCC2)cc1)OC(c1ccccc1)c1ccccc1
    16 | 38 | -7 | 27 | -12 | 6
- OCC(CCl)c1ccccc1 (stereo not given)
    -33 | 19 | -1 | -9 | -23 | 8
- C=CCC(O)CC=C
    -6 | -8 | -48 | 7 | 5 | -2
- COc1cc(-c2ccc(-[n+]3nc(Cc4ccc5c(c4)OCO5)nn3-c3ccccc3)c(OC)c2)ccc1-[n+]1nc(Cc2ccc3c(c2)OCO3)nn1-c1ccccc1
    37 | 69 | 92* | 93* | 83* | 91*
- Nc1ccc(C(=O)N/N=C\c2cccc3ccccc23)cc1
    34 | 62 | 61 | 89* | 51 | 89*
- CC(C(=O)N1c2ccccc2Sc2ccccc21)N1c2ccccc2Sc2ccccc21 (stereo not given)
    7 | 6 | 2 | 25 | -35 | -18
- NNC(=O)c1c(SCc2ccccc2)nc2c3ccccc3ccn12
    39 | 52 | 35 | 53 | 39 | 81*
- CCCCCCCCCCCCCCNCc1ccccc1
    98* | 99* | 99* | 98* | 99* | 98*
- COc1ccc(Cl)cc1NC(=O)Nc1ccc(S(N)(=O)=O)cc1
    18 | 10 | 8 | 5 | 19 | 10
- NC(=O)N/N=C/c1ccc([N+](=O)[O-])cc1
    -24 | 7 | -3 | -7 | 16 | -4
- NC(CSSCC(N)Cc1ccccc1)Cc1ccccc1 (stereo not given)
    15 | -4 | -9 | -9 | -28 | 26
- COC(O)C(=O)c1c2c(cc3c1CCC3)CCCC2 (stereo not given)
    92* | 81* | 88* | 89* | 90* | 92*

The list continues:
Screens in order – yeast cln2 rad14 | rad50 | mec2-1 | sgs1 mgt1 | bub3 | mlh1 rad18
- O=C(O)CNC(=O)c1ccccc1O
    30 | 7 | -10 | -19 | -14 | -16
- O=C(O)/C=C/C(=O)NC1CCCCC1
    -4 | -16 | -22 | -13 | 12 | -10
- C=C1C(=O)OC2/C=C(\C)C(OC(C)=O)C3OC3C(C)(O)CC(OC(=O)/C(C)=C/C)C12 (stereo not given)
    -5 | 3 | 2 | -15 | -30 | -13
- COc1cc(C2SC(N)=Nc3c2c(C)nn3C(=O)c2ccc(Cl)cc2)cc(OC)c1OC (stereo not given)
    -16 | -30 | -9 | -2 | 6 | 2
- CN1c2ccc(Cl)cc2C(=O)NC1c1ccc([N+](=O)[O-])s1 (stereo not given)
    91* | 91* | 93* | 94* | 92* | 93*
- CN(C(=O)c1ccccc1)c1ccc(O)cc1
    -30 | 16 | -2 | 2 | 2 | -8
- CC(=O)N(C)C1=C(Sc2ccc(C)cc2)C(=O)c2ccccc2C1=O
    100* | 100* | 100* | 100* | 100* | 100*
- O=C(Nc1nc2c(ncn2C2OC(CO)C(O)C2O)c(=O)[nH]1)c1ccccc1 (stereo not given)
    12 | 2 | -27 | -20 | 13 | 16
- O=[N+]([O-])c1ccccc1Oc1ccc([N+](=O)[O-])c(C(F)(F)F)c1
    46 | 80* | 83* | 92* | 95* | 93*
- C=COCCC(C(=O)OCC)C(=O)OCC
    4 | 14 | 26 | 18 | 41 | 13
- CCCCCCCCCc1c(O)c(O)c(CCCCCCCCC)c(CCCCCCCCC)c1CCCCCCCCC
    50 | 55 | -6 | 55 | 55 | 85*
- O=C(c1ccccc1)c1ccc(O)c2ncccc12
    98* | 99* | 98* | 99* | 98* | 98*
- COc1ccc(CCCO)cc1
    -42 | 14 | 10 | -6 | -2 | 7
- C1CCC2[N-]CC3CCCCC3[N-]CC3CCCCC3[N-]CC3CCCCC3[N-]CC2C1.[Cl][Fe]([Cl])([Cl])[Cl].[Fe+6] (stereo not given)
    97* | 96* | 98* | 99* | 97* | 98*

High-throughput results from PubChem BioAssay.
